# Compound activity: PubChem, National Center for Advancing Translational Sciences (NCATS)
# TDP1 block – qHTS Assay for Inhibitors of Tyrosyl-DNA Phosphodiesterase (TDP1) | recombinant TDP1, AlphaScreen DNA substrate cleavage | Tyrosyl-DNA phosphodiesterase 1 (Homo sapiens), Q9NUW8 | Potency, µM (highest dose often 130 µM), without a hit: top-dose activity change, negative = inhibition, most hits filed as inhibitors | actives 0.28% (n = 350,000); further: nearly all actives have a fitted effect of over 40% in size
# Target sequence (Q9NUW8 whole entry, looked up): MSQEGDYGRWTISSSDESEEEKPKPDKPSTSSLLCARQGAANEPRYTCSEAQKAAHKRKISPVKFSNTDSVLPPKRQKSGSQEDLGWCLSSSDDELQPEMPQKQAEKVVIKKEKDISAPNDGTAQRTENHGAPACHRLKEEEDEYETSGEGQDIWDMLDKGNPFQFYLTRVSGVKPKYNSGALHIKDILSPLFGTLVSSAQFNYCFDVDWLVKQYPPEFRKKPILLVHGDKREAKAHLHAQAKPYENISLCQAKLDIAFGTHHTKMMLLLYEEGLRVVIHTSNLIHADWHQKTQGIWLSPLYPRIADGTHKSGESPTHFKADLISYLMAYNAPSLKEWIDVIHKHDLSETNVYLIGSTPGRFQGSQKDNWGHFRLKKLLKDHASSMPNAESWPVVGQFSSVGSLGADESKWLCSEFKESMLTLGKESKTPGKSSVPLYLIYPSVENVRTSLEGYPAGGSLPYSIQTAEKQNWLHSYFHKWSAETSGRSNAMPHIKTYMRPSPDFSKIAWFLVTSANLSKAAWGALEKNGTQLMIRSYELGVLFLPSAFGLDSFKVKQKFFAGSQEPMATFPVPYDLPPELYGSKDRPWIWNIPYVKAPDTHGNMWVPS
#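 Here, a 5' biotin and 3' phosphotyrosine-FITC DNA oligonucleotide reports Tdp1 activity: intact substrate bridges AlphaScreen beads, while cleavage leaves a 3' phosphate and drops signal. All incubations at room temperature.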
# FEN1 inh – qHTS Assay for the Inhibitors of Human Flap endonuclease 1 (FEN1) | Potency, µM (doses to about 114 µM), inactives show at the top dose activity change, negative = inhibition, actives largely listed as inhibitors | Recombinant FEN1 flap cleavage, fluorescence, 15 min | P39748 | actives 0.35% (n = 390,000); further: nearly all actives have a fitted effect of over 65% in size
# Target sequence (P39748 whole entry, looked up): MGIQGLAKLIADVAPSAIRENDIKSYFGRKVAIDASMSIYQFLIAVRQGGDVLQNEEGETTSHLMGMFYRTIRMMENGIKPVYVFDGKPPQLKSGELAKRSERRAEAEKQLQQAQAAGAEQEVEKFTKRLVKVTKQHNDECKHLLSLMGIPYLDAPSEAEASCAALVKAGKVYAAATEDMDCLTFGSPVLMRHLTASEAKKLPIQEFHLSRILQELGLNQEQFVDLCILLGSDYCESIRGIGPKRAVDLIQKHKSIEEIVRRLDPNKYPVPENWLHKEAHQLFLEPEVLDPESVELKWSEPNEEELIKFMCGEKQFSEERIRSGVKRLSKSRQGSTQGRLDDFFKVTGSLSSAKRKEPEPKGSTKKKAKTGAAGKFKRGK
#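 FEN1 at 10 nM preincubated with compounds 15 min at room temperature, then flap DNA substrate added at 50 nM final. Signal read at 0 and 15 min; concentration-response fitted with four-parameter Hill equation.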
# N370S GC mod – qHTS Assay for Inhibitors and Activators of N370S glucocerebrosidase as a Potential Chaperone Treatment of Gaucher Disease; Potency, µM (top dose mostly 59.4 µM), for inactives: at the top dose activity change, negative = inhibition, usual class: inhibitors; Lysosomal acid glucosylceramidase (Homo sapiens), P04062; actives 0.092% (n = 330,000); N370S GC spleen homogenate, 4MU-glucoside fluorescence;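 further: 0% = full enzyme activity and -100% = no enzyme basal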
# * hit, by the source's call; ? = inconclusive; / = no result given; & = joins results of further samples; [ ] = dose if it differs, or a comment. The call rests on the fitted dose curve; in most records, active means well fitted curve in the direction sought with a large enough effect; inconclusive means small, poorly fitted or top-dose-only effect, or another doubt; inactive means no such curve, though single readings can be large; an effect the other way counts as inactive or inconclusive. Unless noted, on the % scale 0 is the no-effect control and ±100 the full control effect; potency means the concentration at half of the fitted maximal effect.
SMILES,TDP1 block,FEN1 inh,N370S GC mod
O=[N+]([O-])c1ccccc1S(=O)(=O)Oc1ccccc1/C=N/n1cnnc1,0%,-4%,-6%
Cc1nnc(SCC(=O)N2CCc3ccccc32)n1-c1ccccc1,3%,-12%,4%
CCc1ccccc1NC(=O)CN(C)S(=O)(=O)c1cccc2nsnc12,2%,-13%,/
CCOC(=O)Nc1ccc2c(CNC(C)c3ccccc3OC)cc(=O)oc2c1 (stereo unspecified),12%,9%,0%
CCn1cc(C(=O)NCc2ccco2)c(=O)c2cc(S(=O)(=O)N3CCc4ccccc4C3)ccc21,11%,-3%,-6%
CCOC(=O)c1ccc(-n2c(-c3ccco3)nc3ccccc3c2=O)cc1,7%,-10%,6%
CC(=O)Nc1ccc(S(=O)(=O)NCCc2ccccc2)cc1,10%,-11%,-4%
Cc1[nH]n(-c2ccccc2)c(=S)c1C=NCCCN=Cc1c(C)[nH]n(-c2ccccc2)c1=S,6%,-1%,8%
O=C(CN1CCN(c2ccccn2)CC1)Nc1nc2ccccc2s1,/,-2%,2%
CCCn1c(SCC(=O)NCC2CCCO2)nc2c1c(=O)n(C)c(=O)n2C (stereo unspecified),3%,6%,3%
c1ccc(SCCN2CCN(c3ccccc3)CC2)cc1,/,2%,-3%
CCCN1CCc2nc(N3CCN(C)CC3)ncc2C1,1%,15%,/
CC(NC(=O)CCCn1c(=O)c2cccn2c2cccnc21)c1ccccc1 (stereo unspecified),5%,1%,/
CN(Cc1ccccc1)S(=O)(=O)c1ccc2c(c1)OCCO2,2%,-4%,5%
Cc1cc(C)c(C(=O)Nc2ccc(S(=O)(=O)Nc3onc(C)c3C)cc2)c(C)c1,3%,-2%,1%
COCCN(Cc1cc2cc3c(cc2nc1Cl)OCO3)C(=O)c1cccc(C)c1,4%,0%,2%
COc1ccc(CCNC(=O)CNC(=O)c2ccc(Br)o2)cc1OC,-16%[0.505 µM],24%,1%
CC(OC(=O)C1CC1)C(=O)Nc1cccc(S(=O)(=O)N2CCOCC2)c1 (stereo unspecified),1%,1%,/
COc1ccc(NC(=O)C2CCCN(S(=O)(=O)c3ccc(Cl)cc3)C2)cc1OC (stereo unspecified),1%,1%,-8%
CC1CCN(C(c2ccccc2)c2sc3nc(-c4ccco4)nn3c2O)CC1 (stereo unspecified),3%,0%,/
S=c1[nH]nc(-c2ccc(Br)cc2)n1-c1ccc2c(c1)OCCO2,7%,2%,-4%
COc1ccccc1N1CCN(S(=O)(=O)c2c(C)sc3ncn(CC(=O)N(C)c4ccc(Cl)cc4)c(=O)c23)CC1,9%,-11%,/
COC(=O)CCN(C(=O)c1ccc(C)c([N+](=O)[O-])c1)c1ccccn1,3%,-10%,-6%
Cc1ccc(C(=O)NC(=S)NCC2CCCO2)cc1Br (stereo unspecified),8%,-3%,-16%
CCCc1ccc(OCC(=O)Nc2sc3c(c2C(=O)OCC)CCC(C(C)(C)C)C3)cc1 (stereo unspecified),-1%[12.3 µM],9%,/
O=c1c2oc3ccccc3c2n(Cc2cccc(Cl)c2)c(=O)n1Cc1ccco1,8%,-2%,/
Cc1nc(N2CCN(C)CC2)[nH]c(=O)c1Cc1cccc2ccccc12,-4%,8%,-2%
CC(=O)Nc1ccc(C(=O)COC(=O)c2c(C)noc2C)c(F)c1,0%,-4%,/
O=C(Nc1ccc(Cl)c([N+](=O)[O-])c1)c1ccco1,3%,-8%,-1%
O=C(O)c1cc(-c2ccncc2)nc2ccc(F)cc12,2%,/,2%
CCSc1nnc(NC(=O)c2cc(-c3ccc(C)c(C)c3O)n[nH]2)s1,3%,-4%,3%
COc1ccc(S(=O)(=O)N2CCCC2CNC(=O)C(=O)NCc2cccs2)cc1 (stereo unspecified),/,-4%,-2%
COc1ccccc1C(=O)NNC(=O)c1ccccc1F,-1%,-7%,4%
COc1ccc(/C=N/N=C2/C(=O)Nc3ccccc32)cc1O,-3%,-21%,3%
C=CCN(C#N)c1nc(OC)nc(N2CCCC2)n1,5%,-13%,29%
CCOC(=O)c1c(C)c(C(=O)O)n(C)c1C,3%,5%,0%
Cn1c(=O)c2c(nc(NCCc3ccccc3)n2CC(=O)NCCc2ccccc2)n(C)c1=O,4%,-15%,-1%
COC(=O)C1C(c2ccc(N(C)C)cc2)C(C(=O)OC)S(=O)(=O)CS1(=O)=O (stereo unspecified),-6%,-4%,5%
Cc1ccc(C)c(Cn2nc(-c3ccccc3)ccc2=O)c1,/,3%,?
COc1ccc(OCC(O)CN2CCCCCC2)cc1 (stereo unspecified),-2%,5%,-13%

# Overlap with the part before: 7 entries; new compounds follow.
SMILES,TDP1 block,FEN1 inh,N370S GC mod
COc1ccc(/C=N/N=C2/C(=O)Nc3ccccc32)cc1O,-3%,-21%,3%
C=CCN(C#N)c1nc(OC)nc(N2CCCC2)n1,5%,-13%,29%
CCOC(=O)c1c(C)c(C(=O)O)n(C)c1C,3%,5%,0%
Cn1c(=O)c2c(nc(NCCc3ccccc3)n2CC(=O)NCCc2ccccc2)n(C)c1=O,4%,-15%,-1%
COC(=O)C1C(c2ccc(N(C)C)cc2)C(C(=O)OC)S(=O)(=O)CS1(=O)=O (stereo unspecified),-6%,-4%,5%
Cc1ccc(C)c(Cn2nc(-c3ccccc3)ccc2=O)c1,/,3%,?
COc1ccc(OCC(O)CN2CCCCCC2)cc1 (stereo unspecified),-2%,5%,-13%
CN1/C(=C/C(=O)c2ccc(Cl)cc2)Sc2cc3c(cc21)OCO3,0%,4%,8%
O=C(Nc1nnc(-c2ccc(Cl)cc2)o1)C1CCCCC1,/,-1%,11%
Cc1ccc(S(=O)(=O)N2CCOCC2)cc1NC(=O)COC(=O)Cc1cccs1,/,-1%,-10%
Cc1ccc(NC(=O)CSc2nc3ccccc3nc2N2CCOCC2)c(C)c1,/,21%,0%
C[C@H](NC(=O)[C@H]1N2C(=O)c3ccccc3C2SC1(C)C)C(=O)N1CCC[C@H]1C(=O)O (stereo partly specified),/,-10%,5%
C=CCn1c(C)cc(-c2csc(NC(=O)CCc3nc4ccccc4c(=O)[nH]3)n2)c1C,1%,-10%,2%
O=C(NCc1cccnc1)C1CC(=O)N(C2CCCCC2)C1 (stereo unspecified),4%,3%,-11%
CC(C)CNC(=O)CC(=O)N/N=C/c1cccs1,-3%,-3%,7%
COc1ccc(-c2c(C)c3ccc(O)c(CN4CCOCC4)c3oc2=O)cc1OC,5%,9%,/
O=C(CSCc1cnn(-c2ccccc2)c1-n1cccc1)Nc1ccc(F)cc1F,3%,-12%,/
CCC(=O)N1CCN(c2ccccc2NC(=O)Cc2ccccc2)CC1,9%,0%,-18%
COC1=C/C(=C/c2c(N)n3nc(CC(=O)N4CCCC4)sc3nc2=O)C=CC1=O,-7%,-19%,-10%
CCCCN(CC)C(=O)C1CCC(CNS(=O)(=O)c2cccc3nsnc23)CC1 (stereo unspecified),0%&0%,17%&12%,-11%
CN1CCN(c2cc(=O)n(Cc3ccc(F)cc3)c(=O)[nH]2)CC1,-5%,11%,0%
O=C1CN(C(=O)COc2ncnc3ccccc23)c2ccccc2N1,/,3%,27%[12.8 µM]
COc1ccc(S(=O)(=O)N2CCN(C(=O)C3CCCO3)CC2)cc1 (stereo unspecified),4%,-6%,1%
CC(C)NCC(O)COC1CCC(C(C)(C)C)CC1 (stereo unspecified),0%,0%,-24%
c1ccc(-c2cc3c(N4CCCC4)ncnc3s2)cc1,5%,-5%,14%
CCOC(=O)Cc1csc(NC(=O)c2cc(=O)c3ccccc3o2)n1,-2%,17%,-5%
COc1ccc(NC(=O)c2cccc(S(=O)(=O)Nc3ccc(Br)cc3)c2)cn1,6%,-10%,1%
CC(C)COc1ccc(C(=O)Nc2ccc(NC(=O)c3ccco3)cc2)cc1,/,0%,-2%
CCN(CC(=O)Nc1ccc(C(=O)Nc2ccc(OC)cc2)cc1)Cc1nc2ccccc2c(=O)[nH]1,4%,0%,6%
Cc1occc1-c1nnc(SCC(=O)N2CCc3ccccc32)o1,7%,-2%,2%
Cn1c(=O)[nH]c(=O)c2c1nc(Br)n2CCSc1nc2ccccc2o1,-2%,-17%,5%
Cc1cc(-c2nnc(SCC(=O)Nc3ccc(F)cc3F)n2N)n[nH]1,2%,19%,-14%
Cc1oc(-c2cccc(Cl)c2)nc1CS(=O)(=O)CC(=O)NCc1ccccc1Cl,1%,3%,/
COc1cccc(C(=O)NNC(=O)Cc2cccs2)c1,3%,4%,11%
Cc1ccc(CN(C)C(=O)C2CCC(=O)N(CCc3ccccc3)C2)o1 (stereo unspecified),/,-4%,4%
Cc1c(NC(=S)NC(=O)c2ccccc2Br)c(=O)n(-c2ccccc2)n1C,/,9%,0%
O=C(NCc1ccccc1)c1ccccc1Br,0%,1%,-3%
CCC(C)(C(=O)NC1CCCC1)N(C(=O)c1ccccn1)c1ccc(C)cc1 (stereo unspecified),-1%,-4%,-13%
COc1ccc(C)cc1NC(=O)C(OC(=O)Cn1cnc2c1c(=O)n(C)c(=O)n2C)c1ccccc1 (stereo unspecified),/,-11%,-4%
Cc1noc(NS(=O)(=O)c2ccc(N/C=C/C(=O)c3ccncc3)cc2)c1C,5%,-3%,-12%
Cc1cc2ccccc2c(=O)n1CC(=O)NCC(=O)N1CCN(c2ccccc2)CC1,-1%,7%,0%
COCCNc1nc2nonc2nc1N1CCC(N(C)C)C1 (stereo unspecified),9%,-2%,1%
CCOC(=O)c1ccccc1-c1csc(N)n1,-3%,1%,4%
C=CC[C@@H](Cc1ccc(F)cc1)C(=O)OC[C@H]1CCCN1C(=O)[C@@H](CC=C)CC(=O)N[C@H](CO)Cc1ccccc1,2%,-8%,/
O=S(=O)(c1ccc(F)cc1)N1CCC2(CC1)OCCN2S(=O)(=O)c1cccs1,-1%,-3%,-13%
CC(C)C[C@H](NC(=O)c1nc[nH]c1C(=O)N(C)Cc1ccccc1)C(=O)OCc1ccccc1,9%,-3%,2%
COc1ccc(CCNC(=O)Cn2c(=O)n(-c3ccc(OC)c(OC)c3)c(=O)c3ccccc32)cc1OC,1%,-12%,/
CNCCNS(=O)(=O)c1cccc2cnccc12,8%[56.1 µM],/,-2%&-3%
Cc1ccc2c(cnn2C(=O)CCC(=O)NC2CCCC2)c1,/,10%,-14%
CCCCn1c(N)c(N(CC(C)C)C(=O)C2CC(=O)N(Cc3ccco3)C2)c(=O)[nH]c1=O (stereo unspecified),0%,15%,2%
O=C1NC(=Nc2cccc(O)c2)S/C1=C\c1cccc([N+](=O)[O-])c1,/,-12%,0%
Cc1cc(Br)c(S(=O)(=O)NCc2cccnc2)cc1C,/,-1%,2%
Cc1nnnn1/C(=C\c1ccccc1)C(=O)OCC(=O)NC1CCCCC1,-6%[0.505 µM],2%,3%
CCC(=O)N1CCc2cc(S(=O)(=O)CCC(=O)O)ccc21,6%,4%,1%
CCOC(=O)C1=C(CSCc2ccccc2)NC(=O)NC1c1cc(C)ccc1C (stereo unspecified),2%,-12%,0%
Cc1nc2ccc(N)cc2c(=O)n1Cc1ccc(Cl)cc1,1%,2%,10%
Cc1cc(C)c(S(=O)(=O)c2cccc(Br)c2C)c(Cl)n1,/,-3%,-5%
O=C(NNC(=O)c1cccc(Cl)c1)NNC(=O)c1cccc(Cl)c1,-5%,29%,/
Cc1oc(-c2cccs2)nc1CN1CCN(C(C)C)C(CCO)C1 (stereo unspecified),-3%,17%,3%
COc1ccc(CNC(=O)C(=O)NCC2CCCN2S(=O)(=O)c2cccs2)cc1 (stereo unspecified),/,10%,-16%
CC(=O)N[C@H]1C(O)O[C@H](CO)[C@@H](O)[C@@H]1O (stereo partly specified),/,8%,-3%
Cc1ccc2c(c1)C1CN(C)CCC1N2S(=O)(=O)c1ccc(Oc2ccc([N+](=O)[O-])cc2)cc1 (stereo unspecified),7%,-21%,?
Cc1cccc(N(C(=O)c2ccc(Cl)cc2)C2CS(=O)(=O)CC2OC(=O)c2ccc(Cl)cc2)c1 (stereo unspecified),1%,-11%,4%
Cc1cc2c(cc1S(=O)(=O)Nc1cccc(F)c1)n(C)c(=O)c(=O)n2C,/,-7%,-11%
CCOC(=O)C(C(=O)OCC)C(Nc1cccc(Br)c1)c1ccccc1 (stereo unspecified),2%,5%,3%
COc1ccc(NC(=O)Cn2cc(C(=O)c3ccccc3)c(=O)c3cc(OC)ccc32)c(OC)c1,4%,23%,/
COc1ccccc1C(=O)NCCC(=O)NCC(c1ccccc1OC)N1CCCC1 (stereo unspecified),-4%,13%,3%
Cc1ccc(OCC(=O)N(Cc2sccc2C)C2CCS(=O)(=O)C2)cc1 (stereo unspecified),0%,0%,/
CCCCNC(=O)[C@H](CSCc1ccccc1)N1Cc2ccccc2C1=O,1%,-22%,9%
